Menin MLL FP TR: qHTS Assay for Inhibitors Targeting the Menin-MLL Interaction in MLL Related Leukemias: Competition With Texas Red Labeled MLL-derived Mutant Peptide | Menin + Texas Red MLL mutant peptide, fluorescence polarization | AID 1768, 2009 | O00255 | 0.23% of 270,000 active | Potency, µM (highest dose often 61.6 µM), without a hit: at the top dose FP activity change, negative = inhibition, actives largely listed as inhibitors; active = well fitted inhibition curve with a large enough effect in the polarisation, with a control signal flat, not every such curve was filed as active; inconclusive = small, poorly fitted or top-dose-only effect, or effect the other way, or a change in a side signal; inactive = no such curve, though single readings can be large or run the other way; the % refers to the polarisation; note: potency is the fitted concentration of half-maximal effect; % of control where 0% means no effect; many of its hits are not listed in these tables
VP16 counter: VP16 counterscreen qHTS for inhibitors of ROR gamma transcriptional activity; 3.5% of 310,000 active; Drosophila S2 Gal4-VP16 UAS-luciferase, luminescence, 20 h; Potency, µM (top dose mostly 53.6 µM), inactives show top-dose activity, negative = inhibition, most hits filed as inhibitors;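 note: Gal4-VP16 expression switched on by copper sulfate through the metallothionein promoter; potency is the fitted concentration of half-maximal effect; % is set by controls: 0 for no effect and ±100 for the full control effect; nearly all actives have a fitted effect of over 50% in size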
Rab9 promoter act: qHTS Assay for Rab9 Promoter Activators | Potency, µM (series often up to 9.22 µM), inactives show at the highest dose activation, negative = inhibition, most hits filed as activators | Huh7 Rab9 promoter-luciferase reporter, luminescence, 24 h | 2.8% of 320,000 active; note: potency is the fitted concentration of half-maximal effect; % of control where 0% means no effect; nearly all actives have a fitted effect of over 60% in size
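Rab9 promoter-driven luciferase in stably transfected Huh7 cells; 1500 cells/well rested 2 h, exposed to compound in DMSO for 24 h at 37 °C, 5% CO2. Luminescence read 10 min after adding luciferase reagent at ambient temperature.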
NPC1 promoter act: qHTS Assay for NPC1 Promoter Activators | Huh7 NPC1 promoter luciferase reporter, 24 h | Potency, µM (doses to about 9.22 µM), for the others: top-dose activation, actives largely listed as activators | 2.4% of 320,000 active | AID 485313, 2010;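 note: potency is the fitted concentration of half-maximal effect; % of control where 0% means no effect; nearly all actives have a fitted effect of over 60% in size; reporter is driven by a mutant NPC1 promoter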
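Readout is luciferase luminescence, reflecting NPC1 promoter activation in stably transfected Huh7 cells after 24 h compound exposure at 37 °C in reduced-serum medium with 10% FBS.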
FLuc modulator: qHTS profiling assay for firefly luciferase inhibitor/activator using purifed enzyme and Km concentrations of substrates (counterscreen for miR-21 project). purified FLuc, Km substrates, luminescence inhibition. Potency, µM (series often up to 57.5 µM), for inactives: at the top dose activity change, negative = inhibition, most hits filed as inhibitors. 6.9% of 360,000 active. AID 588342, 2011;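 note: potency is the fitted concentration of half-maximal effect; plate controls were vehicle for no effect and reference inhibitor for full effect; nearly all actives have a fitted effect of over 55% in size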
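Biochemical qHTS of compounds, final roughly 60 µM downward over six points, against 10 nM purified firefly luciferase using Km concentrations of substrates (10 uM D-luciferin, 10 uM ATP) in Tris acetate pH 7.5 buffer; luminescence output.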
Giardia kill: Small Molecules that selectively kill Giardia lamblia: qHTS | Giardia lamblia trophozoite viability | activity change, % at 7.66 µM, hits read low | 0.15% of 340,000 active; in the data active = activity change below about -80%; inconclusive = between about -30% and that limit;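 note: parasites exposed to compound for two days anaerobically before the ATP read; % is set by controls: 0 for no effect and ±100 for the full control effect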
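Luminescence from cellular ATP indicates surviving trophozoites (100 cells/well) following 48 hrs anaerobic compound treatment at 37 deg C; signal develops 15-30 min at room temperature.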
BRCA1 expr act: qHTS Assay to Identify Small Molecule Activators of BRCA1 Expression. MCF7-BRCA1-FFLuc reporter, luminescence, 48 h; response scale: scaled: vehicle 0%, 10 µM genistein 100%. Potency, µM (series often up to 46.1 µM), inactives show top-dose activation, actives largely listed as activators. 1.1% of 380,000 active; note: potency is the fitted concentration of half-maximal effect; nearly all actives have a fitted effect of over 80% in size; some results filed as inactive show a strong effect at the top dose
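MCF7-BRCA1-FFLuc cells, 2000/well in phenol-red-free MEM, attached 2 h then treated 48 h at 37 C. Luciferase luminescence read 15 min after reagent; normalized to genistein maximum activation (10microM) and DMSO, concentration-response fitted.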
PKM2 act: qHTS Assay for Activators of Human Muscle isoform 2 Pyruvate Kinase | Pyruvate kinase PKM (Homo sapiens), P14618 | purified PKM2, Kinase-Glo ATP luminescence, activation; response scale: 0% is enzyme alone, no compound | Potency, µM (doses to about 57.5 µM), inactives show at the top dose activation, usual class: activators | 0.34% of 260,000 active; note: potency is the fitted concentration of half-maximal effect; % is set by controls: 0 for no effect and ±100 for the full control effect; nearly all actives have a fitted effect of over 55% in size
Target sequence (P14618 whole entry, looked up, canonical isoform): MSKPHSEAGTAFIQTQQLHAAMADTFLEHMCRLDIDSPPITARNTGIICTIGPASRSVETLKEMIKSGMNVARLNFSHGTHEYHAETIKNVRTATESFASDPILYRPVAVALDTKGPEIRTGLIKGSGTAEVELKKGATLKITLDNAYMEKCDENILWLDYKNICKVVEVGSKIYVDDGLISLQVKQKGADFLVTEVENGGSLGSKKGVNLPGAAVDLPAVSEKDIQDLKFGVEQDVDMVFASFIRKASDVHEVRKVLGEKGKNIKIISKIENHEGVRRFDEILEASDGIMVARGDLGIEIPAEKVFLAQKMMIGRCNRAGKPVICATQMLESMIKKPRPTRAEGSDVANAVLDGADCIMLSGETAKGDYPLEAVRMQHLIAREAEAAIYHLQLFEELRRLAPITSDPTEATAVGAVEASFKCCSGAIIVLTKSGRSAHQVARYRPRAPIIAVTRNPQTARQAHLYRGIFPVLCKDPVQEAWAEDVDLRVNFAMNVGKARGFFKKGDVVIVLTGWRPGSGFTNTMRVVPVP
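Kinase-Glo luminescence reports ATP generated from ADP (0.1 mM) and PEP (0.5 mM) by purified hPK-M2 after 1 h at room temperature, pH 7.2 imidazole buffer; intermediate enzyme activity allows detecting inhibitors and activators.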
RORgamma inh: qHTS for inhibitors of ROR gamma transcriptional activity. Potency, µM (doses to about 53.6 µM), inactives show top-dose activity change, negative = inhibition, usual class: inhibitors. Nuclear receptor ROR-gamma (Mus musculus), P51450. Drosophila S2 Gal4-RORgamma UAS-luciferase reporter, 20 h. 5.4% of 310,000 active. AID 2551, 2010; note: potency is the fitted concentration of half-maximal effect; % is set by controls: 0 for no effect and ±100 for the full control effect; nearly all actives have a fitted effect of over 60% in size
Target sequence (P51450 whole entry, looked up, the tested form may be a part): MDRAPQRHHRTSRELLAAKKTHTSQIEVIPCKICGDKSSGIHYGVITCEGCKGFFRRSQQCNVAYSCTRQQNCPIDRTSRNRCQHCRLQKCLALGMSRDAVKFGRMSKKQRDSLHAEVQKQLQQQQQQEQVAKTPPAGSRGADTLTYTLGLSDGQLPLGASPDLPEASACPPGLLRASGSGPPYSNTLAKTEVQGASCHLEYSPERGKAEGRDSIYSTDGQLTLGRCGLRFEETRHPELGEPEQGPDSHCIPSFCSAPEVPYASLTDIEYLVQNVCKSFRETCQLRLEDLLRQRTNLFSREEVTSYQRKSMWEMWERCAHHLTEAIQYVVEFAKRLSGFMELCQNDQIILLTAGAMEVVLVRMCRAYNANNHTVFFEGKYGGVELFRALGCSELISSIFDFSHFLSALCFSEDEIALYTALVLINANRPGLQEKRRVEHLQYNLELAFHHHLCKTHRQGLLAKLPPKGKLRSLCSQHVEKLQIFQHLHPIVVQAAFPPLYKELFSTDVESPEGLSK
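Using a luciferase readout, inhibitors were identified by reduced reporter activity in Drosophila cells coexpressing a copper-inducible Gal4–ROR gamma fusion and UAS-driven Photinus luciferase, incubated 20 hr after 700 uM copper sulfate.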
ELG1 genotoxic: qHTS screen for small molecules that induce genotoxicity in human embryonic kidney (HEK293T) cells expressing luciferase-tagged ELG1; HEK293T ELG1-luciferase reporter, luminescence, 16 h; Potency, µM (highest dose often 46 µM), for inactives: top-dose activity change, positive = activation, usual class: activators; 1.3% of 330,000 active; AID 504466, 2011; note: potency is the fitted concentration of half-maximal effect; % of control where 0% means no effect; nearly all actives have a fitted effect of over 60% in size
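16 hr compound incubation (37 °C, 5% CO2) of HEK293T cells carrying luciferase-tagged ELG1; luciferase then measured by ONE-Glo luminescence after 30 min at RT.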
p53 reactivator: qHTS assay for re-activators of p53 using a Luc reporter. H1299 p53-A138V BP100-luciferase reporter, luminescence, 24 h. Potency, µM (top dose mostly 92.2 µM), without a hit: top-dose activity change, positive = activation, usual class: activators. 0.063% of 320,000 active. AID 504706, 2011; note: potency is the fitted concentration of half-maximal effect; % of control where 0% means no effect; nearly all actives have a fitted effect of over 45% in size
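H1299 (p53-null), stable ts p53-A138V + BP100-Luc; 1000 cells/well, Opti-MEM/10% FBS; cpd 4 pt, 1:5; 24 h, 37 deg C, 5% CO2; detection reagent 10 min RT; luminescence.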
The depositor's hits bear a star; ? = inconclusive; . = no result given; [ ] = another dose, or the depositor's remark. Unless noted, calls come from the whole dose curve; as a rule, active = well fitted curve in the direction sought with a large enough effect; inconclusive = small, poorly fitted or top-dose-only effect, or another doubt; inactive = no such curve, though single readings can be large; an effect the other way counts as inactive or inconclusive. Some of the compounds tested; count on the stated rates, not on these rows.

Every second line gives: Giardia kill	p53 reactivator	NPC1 promoter act	FLuc modulator	Rab9 promoter act	ELG1 genotoxic	Menin MLL FP TR	VP16 counter	BRCA1 expr act	RORgamma inh	PKM2 act
O=C(Nc1ccc(N2C(=O)C3C4C=CC(C4)C3C2=O)cc1)Nc1nncs1 (configuration not stated)
  19	3%	1%	?	-1%	-5%	18%	0%	-16%	-6%	5%
Cc1ccc(C(=O)NCCc2ccc(S(N)(=O)=O)cc2)cc1[N+](=O)[O-]
  1	0%	-2%	-8%	4%	1%	-5%	-7%	-20%	-12%	2%
CCc1ccccc1N1CC(C(=O)O)CC1=O (configuration not stated)
  -3	-3%	-1%	-3%[2.3 µM]	2%	2%	-15%	0%	-12%	-22%	-1%
O=C(NCCc1ccccc1)C1CCCN(S(=O)(=O)c2cccs2)C1 (configuration not stated)
  16	-4%	-6%	7%	-5%	-11%	17%	13%	3%	7%	7%
CC(C)(C)C(=O)CN1C(=O)NC2(CCc3ccccc32)C1=O (configuration not stated)
  9	7%	-4%	-2%	-6%	10%	.	0%	13%	16%	-3%
Cc1nc2ccccc2n1CC(O)COc1ccccc1Cl (configuration not stated)
  -16	-4%	-13%	?	-22%	-6%	-3%	18µM*	2%	?	.
Cn1c(=O)c2c(-c3ccc(C(C)(C)C)cc3)n(N3CCOCC3)cc2n(C)c1=O
  4	1%	3%	-3%	-2%	7%	1%	-5%	-6%	20%	-22%
Cc1ccc(-n2c(=O)c(C#N)cc3c(=O)n4cccc(C)c4nc32)cc1
  -11	-2%	10%	-3%	2%	3%	3%	-7%	-2%	3%	-13%
CCN(CC)S(=O)(=O)c1ccc(N2CCN(c3ccccc3O)CC2)nc1
  5	4%	0%	1%	-2%	-24%	-9%	-2%	-4%	?	.
O=C(NNS(=O)(=O)c1ccc(F)cc1)c1ccccc1
  18	3%	-1%	-2%	-3%	0%	6%	-11%	53%	-10%	17%[11.5 µM]
COc1cccc(/C=C2\N=C(C3CCCCC3)OC2=O)c1OC
  7	0%	0%	15µM*	1%	3%	8%	-5%	-5%	0%	1%
CCCc1cc(C(=O)NCc2ccc(OC)cc2)no1
  4	?	26%	?	25%	16%	-3%[11.7 µM]	9%	?	35%	0%
Cc1ccc(-c2nnn(CC(=O)N(CC(=O)NC3CCCC3)c3cccc(F)c3)n2)o1
  -2	-4%	-2%	0%	-7%	0%	8%	-13%	-7%	9%	.
COc1cc2c3nc4n(c(=O)c3n(CC(=O)NCC3CCCO3)c2cc1OC)CCS4 (configuration not stated)
  -13	?	2%	6%	0%	-2%	-16%	5%	-17%	8%	-3%
COc1ccccc1[C@@H]1C(c2ccccc2)=NN(c2ccccc2)[C@H]1C(=O)N1CCOC1=O
  8	.	.	.	.	.	-10%	1%	3%	2%	.
CCN1C(=O)[C@H]2[C@@H](c3ccc(-c4ccccc4)cc3)N[C@@](C)(C(=O)OC)[C@H]2C1=O
  -5	-10%	-3%	7%	-4%	-1%	.	.	-2%	.	.
Cn1ncc2c(NNC(=O)c3ccc(Cl)cc3Cl)ncnc21
  -3	6%	-1%	3%	-1%	-3%	-9%	7.1µM*	-17%	6.3µM*	-2%
CN(C)C(=O)C(=O)c1cccn1-c1cccc(Cl)c1C#N
  13	0%	-2%	-2%	8%	0%	18%	4%	-19%	-16%	-3%
O=C(NCc1ccco1)c1cccc2c1C(=O)N(C1CCCCC1)C2
  6	-8%	0%	3%	13%	3%	-20%	2%	0%	-6%	4%
Cc1ccc(S(=O)(=O)NCCCC(=O)N2CCC(C)CC2)cc1
  -9	3%	-6%	-1%	4%	0%	-2%	8%	-13%	-5%	-3%
CC1(C)CC(=O)C2=C(C1)OC(N)=C(C#N)C2C1C=CCCC1 (configuration not stated)
  9	-10%	0%	1%	-6%[1.84 µM]	-4%	-22%	-62%	-14%	-6%	9%
CC(C)CCNC(=O)C1CCC(CNc2c(N3CCC(C)CC3)c(=O)c2=O)CC1 (configuration not stated)
  -6	-5%	-1%	5%	-5%	1%	.	2%	6%	-10%	0%
O=c1cc(-c2ccc(Cl)c(Cl)c2)[nH][nH]1
  -13	.	.	?	.	.	?	4%	-6%	17%	?
CC(=O)c1ccc(N2CCN(c3ccc(S(=O)(=O)NCCCN(C)C)cc3[N+](=O)[O-])CC2)cc1
  12	-6%	-12%	-4%	-13%	-13%	-13%	?	-36%	-28%	-5%
CCN(Cc1ccccc1)c1ccc(N=Nc2nn(C)c(C)c2[N+](=O)[O-])cc1
  -20	13%	20%	15µM*	25%	11%	3%	?	43%	?	-2%
Nc1ccc(/C=C/C(=O)c2cccs2)cc1
  -15	?	4µM*	1.3µM*	3.5µM*	?	?	-22%	?	?	-8%
CCC(C)(C)NC(=O)c1ccc2c(c1)N(CC(=O)N1CCCC1)C(=O)C(C)(C)O2
  13	.	8%	-2%	4%	1%	-2%	-7%	-24%	1%	-1%
COC(=O)Cc1ccc(NC(=S)N2CCCC(C)C2)cc1 (configuration not stated)
  34[activator]	?	24%	1.5µM*	?	?	11%	11µM*	7%	13µM*	-1%
COc1ccc(NS(=O)(=O)c2cc(NC(=O)c3cccnc3Cl)ccc2N2CCCC2)cc1
  1	-4%	3%	-2%	-2%	-5%	.	-7%	-43%	?	-2%
CCN(C(=O)CN1CCCCC1)C1(C)C(=O)c2ccccc2C1=O
  -9	-3%	1%	-1%	-5%	1%	-9%	5%	1%	-21%	-14%
COc1ccc(CN2C(=O)c3cccnc3C2Nc2cc(Cl)c(OC)cc2OC)cc1 (configuration not stated)
  3	-2%	-4%	-2%	9%	3%	-5%	1%	1%	10%	-2%
COc1ccc(-c2c(C#N)sc(C(N)=O)c2-c2ccc(OC)cc2)cc1
  ?	-3%	0%	1%	-4%	-4%	.	-4%	-30%	?	-10%
CCOC(=O)c1ccc(Cl)c(NC(=O)c2ccc(-c3ccccc3)cc2)c1
  -1	-2%	27%	-6%	?	?	18%	?	-21%	-3%	-5%
CCC1CC2(C)NC(=O)c3c(sc4c3CC(C)(C)OC4)N2C1=O (configuration not stated)
  -11	-1%	0%	-4%	-9%	0%	-2%	-3%	-17%	12%	4%
COc1ccc(S(=O)(=O)N(C)CC(=O)NCCc2ccccc2)cc1OC
  -9	2%	-1%	2%	1%	0%	1%	-11%	2%	-2%	.
COC(=O)Cc1c(C(=O)OC)nnn1-c1ccc(OC)cc1
  -8	-4%	-12%	-1%	7%	-17%	-6%	-2%	7%	0%	1%
CCCCNC(=O)c1ccc2c(c1)S(=O)(=O)c1ccccc1C2=O
  -2	4%	-4%	15µM*	-5%	11%	.	-4%	-8%	0%	14%
Cc1ccnc(NC(=O)c2cc3ccccc3oc2=O)c1
  3	14%	1.6µM*	0.85µM*	1.1µM*	?	0%	-27%	?	-36%	3%
CCNc1nc(C23CC4CC(CC(C4)C2)C3)cs1
  -15	7%	0%	?	1%	-18%	?	?	2%	10µM*	1%
O=C(NCc1ccccc1)c1cc2nc(C3CC3)cc(C(F)(F)F)n2n1
  -17	-4%	2%	-1%	-6%	0%	-9%	-9%	7%	20%	1%
OC(COc1ccccc1)CN1CCN(c2ncccn2)CC1 (configuration not stated)
  -1	-3%	0%	4%	-5%	1%	-9%	-2%	-2%	21%	-1%
COC(CN(C(=O)CCl)C(C(=O)NC1CCCCC1)c1ccc(Cl)cc1)OC (configuration not stated)
  15	1%	-1%	5%	-3%	-5%	-1%	-4%	-27%	1%	0%
O=C1C2CC=CCC2C(=O)N1c1ncn[nH]1 (configuration not stated)
  7	-2%	-4%	8%	-2%	0%	1%	-9%	7%	7%	-18%
CCCCn1c(N)nc2ccccc21
  12	-5%	-1%	4%	3%	-8%	-9%	12%	-6%	-14%	-4%
CS(=O)(=O)c1cnc(-c2ccccc2)nc1-c1ccccc1Cl
  -1	-3%	2%	-3%	-2%	-3%	19%	2%	-23%	-11%	3%
Cc1ccc(OCC(=O)Nc2ccc(NC(=O)c3ccco3)cc2)c(C)c1
  3	-2%	13%	0%	17%	3%	?	-13%	47%	-17%	0%
O=C(CCN1C(=O)/C(=C/c2ccccc2F)SC1=S)NCCc1ccc(O)cc1
  -9	?	-2%	0%	-9%	-12%	.	-6%	-65%	-14%	.
